# Bioassay records: PubChem, Broad Institute
# HSF-1 GFP decrease: decrease of heat-induced HSF-1 GFP reporter, dose response, NIH3T3 R4 cells, GFP/RFP, cherry-pick, set 3 (AID 493083) | NIH3T3 R4 HSF-1 GFP reporter, heat shock, 48 h | activity change, negative = inhibition, % at the top dose, mostly 19.5 µM; hits show AC50 in µM | 2,400 tested, 4% active;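 active = compounds lowering signal whose fitted AC50 is at most ten times the top tested dose; inconclusive = flat fit with moderate inhibition, or poor curve fit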;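 also: 0% = neutral control wells and -100% = didemnin B positive control; many of its hits are not listed in these tables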
# * marks the source's active call; other numbers are inactive results; ? = inconclusive.
SMILES,HSF-1 GFP decrease
CCCCC1C(=O)NC(=S)NC1=O,-4%
COC(=O)[C@@H]1[C@@H](C(=O)OC)C2(c3ccccc3-c3ccccc32)N(c2ccc(Cl)cc2)N1C#N,?
O=C1NC(=O)C(CCc2ccncc2)(CCc2ccncc2)C(=O)N1Cc1ccccc1,-2%
Cc1ccc2c(c1)N(C(=O)CCC(=O)N1CCC3(CC1)OCCO3)CCO2,-9%
CCNC(=S)N(C)CCc1cc2c(c(OC)c1C=C1C(=O)N(C)C(=O)N(C)C1=O)OCO2,-11%

# Reprinted at random: 2 records from the list.
SMILES,HSF-1 GFP decrease
Cc1ccc2c(c1)N(C(=O)CCC(=O)N1CCC3(CC1)OCCO3)CCO2,-9%
O=C1NC(=O)C(CCc2ccncc2)(CCc2ccncc2)C(=O)N1Cc1ccccc1,-2%

# 3 structures from above, sorted by count of non-hydrogen atoms, smallest number first.
SMILES,HSF-1 GFP decrease
Cc1ccc2c(c1)N(C(=O)CCC(=O)N1CCC3(CC1)OCCO3)CCO2,-9%
O=C1NC(=O)C(CCc2ccncc2)(CCc2ccncc2)C(=O)N1Cc1ccccc1,-2%
COC(=O)[C@@H]1[C@@H](C(=O)OC)C2(c3ccccc3-c3ccccc32)N(c2ccc(Cl)cc2)N1C#N,?

# A portion of the library; the hit share may differ from the screen's.
